ALOX12 inhib – qHTS Assay for Inhibitors of 12-hLO (12-human lipoxygenase); Polyunsaturated fatty acid lipoxygenase ALOX12 (Homo sapiens), P18054; purified 12-hLO, xylenol orange hydroperoxide absorbance; Potency, µM (titrated, usually from 57.1 µM), for the others: at the top dose activity change, negative = inhibition, most hits filed as inhibitors; 0.12% of 150,000 active; also: potency is read from the fitted curve at half-maximal effect; nearly all actives have a fitted effect of over 55% in size; many of its hits are not listed in these tables
Target sequence (P18054 whole entry, looked up): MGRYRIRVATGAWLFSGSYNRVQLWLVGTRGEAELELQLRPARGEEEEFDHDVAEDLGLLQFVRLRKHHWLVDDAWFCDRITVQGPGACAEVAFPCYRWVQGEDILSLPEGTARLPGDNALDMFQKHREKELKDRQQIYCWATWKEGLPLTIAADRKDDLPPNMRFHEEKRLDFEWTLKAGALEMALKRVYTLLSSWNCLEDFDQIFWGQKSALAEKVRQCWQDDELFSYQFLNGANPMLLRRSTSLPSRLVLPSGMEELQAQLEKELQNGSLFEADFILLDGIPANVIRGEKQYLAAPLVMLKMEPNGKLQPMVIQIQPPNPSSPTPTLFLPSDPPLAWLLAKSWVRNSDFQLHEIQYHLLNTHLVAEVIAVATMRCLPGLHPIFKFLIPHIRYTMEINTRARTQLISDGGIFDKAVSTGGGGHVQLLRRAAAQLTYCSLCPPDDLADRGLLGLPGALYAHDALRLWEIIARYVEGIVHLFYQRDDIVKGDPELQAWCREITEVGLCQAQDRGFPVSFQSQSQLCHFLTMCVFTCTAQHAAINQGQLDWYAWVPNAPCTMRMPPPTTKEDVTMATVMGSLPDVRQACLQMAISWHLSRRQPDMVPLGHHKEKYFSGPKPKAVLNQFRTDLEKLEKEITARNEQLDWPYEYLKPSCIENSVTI
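Hydroperoxide formation by human 12-lipoxygenase from 40 uM arachidonic acid was followed colorimetrically via ferric-xylenol orange complex, using the 573/405 nm absorbance ratio. Enzyme concentration was 150 nM, with 30 min reaction at room temperature.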
IMPase inh – qHTS Assay for Identifying the Cell-Membrane Permeable IMPase Inhibitors | inhibition (IP1 accumulation), % at 46.1 µM | 120,000 tested, under 10 active | CHO-M1 cells, IP1 accumulation, HTRF TR-FRET ratio; active = well fitted curve in the direction sought with a large enough effect in the signal ratio, not every such curve was filed as active; inconclusive = small, poorly fitted or top-dose-only effect, or a change in a side signal; inactive = no such curve, though single readings can be large or run the other way; the % refers to the signal ratio;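 also: cells stimulated with carbachol in lithium chloride buffer; plate controls were DMSO basal wells for no effect and reference inhibitor wells for full effect; higher means more IMPase inhibition seen as more IP1 and lower FRET ratio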
Target sequence (P97697 whole entry, looked up): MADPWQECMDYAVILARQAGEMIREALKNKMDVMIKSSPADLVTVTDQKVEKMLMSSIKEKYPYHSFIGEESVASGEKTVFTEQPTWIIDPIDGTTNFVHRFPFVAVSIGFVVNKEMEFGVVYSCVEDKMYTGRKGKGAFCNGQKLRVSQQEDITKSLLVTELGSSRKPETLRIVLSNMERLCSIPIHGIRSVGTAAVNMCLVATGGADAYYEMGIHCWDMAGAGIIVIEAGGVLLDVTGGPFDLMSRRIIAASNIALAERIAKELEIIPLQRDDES
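CHO-M1, 2000 cells/well, cultured 16–30 h; cpd up to 46 uM; carbachol (50 uM solution, stimulation buffer w/ 50 mM LiCl, pH 7.4), 30 min 37C; IP-One TR-FRET, 10 min RT; Ex 320/Em 665, 620; Hill-fit AC50.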
PNC inhibitor – High Content Assay for Compounds that inhibit the Assembly of the Perinucleolar Compartment; PC3M PTB-GFP, PNC prevalence imaging, 16 h; stronger effect = lower value; activity change (PNC), negative = inhibition, % at 10 µM; 3.1% of 140,000 active; AID 2417, 2010;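 active = readout at or below -70, meaning at least 70% loss of cells showing the perinucleolar compartment, a nuclear body marking cancer cells; inconclusive = readout between -30 and a set limit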;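 also: plate controls were DMSO wells for no effect and camptothecin positive control wells for full effect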
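Compounds are pinned in duplicate onto adhered PC3M cells stably expressing GFP-tagged PTB and incubated 16 h at 37 C. Cells are then fixed, nuclei stained with Hoechst, and PNC-positive cells counted.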
ALOX15B inhib – qHTS Assay for Inhibitors of 15-hLO-2 (15-human lipoxygenase 2). Potency, µM (series often up to 57.1 µM), for the others: top-dose activity change, negative = inhibition, usual class: inhibitors. Polyunsaturated fatty acid lipoxygenase ALOX15B (Homo sapiens), O15296. AID 881, 2007. purified 15hLO-2, xylenol orange hydroperoxide absorbance. 0.56% of 110,000 active; also: potency is read from the fitted curve at half-maximal effect; nearly all actives have a fitted effect of over 60% in size; many of its hits are not listed in these tables
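Enzyme 50 nM, AA 45 uM, 25 mM Hepes pH 7.5 + 0.01% Triton X-100; cpd preinc 15 min RT, rxn 90 min RT; stop/detect with 200 uM XO + 300 uM Fe(II) in 50 mM H2SO4, 30 min; A573/A405.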
* hit, by the source's call; u = inconclusive; x = no result given; & = joins results of further samples; [ ] = another dose, or the depositor's remark. Unless noted, calls follow the shape of the dose curve; as a rule, active = well fitted curve in the direction sought with a large enough effect; inconclusive = small, poorly fitted or top-dose-only effect, or another doubt; inactive = no such curve, though single readings can be large; an effect the other way counts as inactive or inconclusive. Unless noted, % is scaled to controls: 0 for no effect and ±100 for the full control effect. Only part of the results is shown, so the mix of outcomes need not match the whole.

SMILES	ALOX12 inhib	IMPase inh	PNC inhibitor	ALOX15B inhib
CC1CN(C(=O)CSc2ncnc3sccc23)CC(C)O1 (stereo not drawn)	1%	-2	-6	3%
Cc1cc(C)n2nc(SCc3nnc(SCCCCl)o3)nc2n1	2%	12	3	-1%
COc1ccc(C(=O)N/N=C/c2cn[nH]c2-c2ccc(OC)cc2OC)cc1	-4%	x	19	x
COc1ccccc1NC(=O)C(C)NS(=O)(=O)c1ccc(F)cc1 (stereo not drawn)	4%	-3	-3	0%
COc1ccc(Cn2c(CCC(=O)Nc3ccc(C)cc3)nc3cccnc32)cc1	-1%	-3	26	4%
O=C1CCc2nc3ccccc3c(=O)n2N1	5%	11	12	6%
CCn1c(CNc2nc(-c3ccccc3)cs2)nnc1SCC(=O)NCc1ccco1	-7%	-5	12	-6%
O=C(O)COc1ccccc1C(Nc1ccccn1)c1cc(Cl)c2cccnc2c1O (stereo not drawn)	-25%	x	u	x
O=C(CC(Nc1ccccc1)c1ccc(F)cc1)c1ccccc1 (stereo not drawn)	-9%	7	33	x
COc1ccc(/C=N/Nc2nc3ccccc3c(=O)n2-c2ccccc2)cc1OC	0%	x	33	x
O=C(COC(=O)C1CC(=O)N(Cc2ccccc2)C1)Nc1ccc2c(c1)OCO2 (stereo not drawn)	-3%	-5	26	1%
CCc1c(C)sc(NC(=O)/C=C/c2ccc3c(c2)OCO3)c1C(=O)OC	2%	19	18	x
COc1ccc(NC(=O)C(=O)NNC(=O)c2cccs2)cc1	0%	x	-93*	x
O=C(NCc1ccc(Cl)cc1)c1ccc(-c2ccccc2C(F)(F)F)o1	-5%	x	-3	x
Cc1cc(Cl)c(OCCCN(C)C)c(Br)c1	4%	x	-27	x
CCC1SC(N)=NC1=O (stereo not drawn)	1%	8	-90*	1%
CC1(C)CC(=O)C(C2C3=C(CC(C)(C)CC3=O)Oc3ccccc32)=C(O)C1 (stereo not drawn)	0%	0	u	-4%
CCN(c1ccccc1)S(=O)(=O)c1ccc(Cl)c(NC(=O)CSc2n[nH]c(N)n2)c1	0%	-6	19	x
CC(Cc1ccccc1)NC(=O)c1ccc([N+](=O)[O-])cc1 (stereo not drawn)	-2%	7	u	x
Cn1c(=O)cc(SCC(=O)N2CCN(C(=O)c3ccco3)CC2)c2ccccc21	7%	0	u	1%
O=C(CC1Sc2ncnn2C1=O)Nc1ccc(Br)cc1 (stereo not drawn)	-13%	-1	1	-23%
CC1=C(C#N)C(NC(=O)c2ccccc2Cl)(C(F)(F)F)C(=O)N1 (stereo not drawn)	0%	3&-2	-28	x
O=C1c2ccccc2CN1CCNS(=O)(=O)c1ccc2ccccc2c1	-4%	7	37	0%
Cc1cc(OCC(=O)N2CCOCC2)c(C(C)C)cc1Cl	-3%	11	15	4%
C/C(=N\Nc1nnc(C)c(=O)[nH]1)C(=O)O	-8%	6	56	60%[activator]
COc1ccc2c(C)cc(N3CCOCC3)nc2c1	-3%	1	u	0%
CCCCN(CC)CCCNC(=O)CC1Nc2ccccc2NC1=O (stereo not drawn)	1%	13	u	11%
CN[C@@H]1[C@H](O[C@@H]2O[C@H](CO)[C@@H](N)[C@H](O)[C@@H]2O)O[C@H]2C[C@@H](N)[C@@H](O[C@H]3[C@@H](O)[C@H](O)[C@H](N)C[C@@H]3N)O[C@H]2[C@H]1O	-1%[25.6 µM]	-2[20.6 µM]	x	0%[25.6 µM]
COc1ccc(-c2noc(C(C)n3nc(C)c([N+](=O)[O-])c3C)n2)cc1OC (stereo not drawn)	-2%	4	12	-2%
CN1CCN(CCCNN)CC1	0%[11.4 µM]	x	x	-1%[11.4 µM]
S=C(c1cccs1)N1CCCC1	-4%	-1	7	1%
C#CCn1c(=NC(=O)c2cc(-c3cccs3)nc3ccccc23)sc2cc(S(N)(=O)=O)ccc21	-2%	x	u	x
Cc1ccc(NC(=O)C2CC(=O)N/C(=N/NC(=O)c3ccc(C)cc3)S2)cc1 (stereo not drawn)	2%	0	-24	x
Cc1cc(C)cc(NC(=S)N2CCN(c3ccc(F)cc3)CC2)c1	3%	x	u	x
Cc1ccc(C)c(NC(=S)N2CCN(CCO)CC2)c1	1%	x	-4	x
COc1ccccc1OCC(=O)NCc1ccco1	2%	1	14	9%
Nc1nonc1-n1nnc(C(=O)N/N=C/c2ccc(Br)cc2)c1CSC1=NCCS1	3%	-6	u	x
CCc1nnc(NC(=O)CSc2nnc(CNc3cccc(Cl)c3)n2CC)s1	-4%	21	-25	-1%
COc1ccc(C(=O)NN2CC(O)=C(c3nc4ccccc4n3C)C2=N)cc1OC	0%	-8	8	x
CC(C)CC(=O)N1CCC(O)(CS(=O)(=O)Cc2ccccc2Cl)CC1	2%	-11	u	0%
O=C(CCS(=O)(=O)c1ccc(Br)cc1)Nc1cc(F)ccc1F	-1%	x	17	x
Cc1ccccc1-c1cncnc1Nc1ccc(F)cc1	-3%	x	x	27%
O=C1CC(c2ccc(F)cc2)Cc2nc(N3CCc4ccccc43)ncc21 (stereo not drawn)	1%	-4	16	-15%
O=C(NCCc1ccccc1F)C(=O)Nc1nccs1	5%	-13	8	-1%
CCCCCCCCC/C(=N\O)c1ccccn1	-2%	-6	63	56%[activator]
Cc1ccc2c(c1)N=C(c1ccc(F)cc1)CO2	-19%	-1	u	4%
COC(=O)C1=NN(c2ccccc2)C2(S1)S/C(=C\c1ccccc1)C(=O)N2c1ccccc1 (stereo not drawn)	2%	-2	u	0%
CC(Sc1ccc2ccccc2n1)C(=O)O (stereo not drawn)	-7%&-9%	u	2&0	2%&-9%
Cc1ccc(C(=O)COC(=O)CCN2C(=O)C3C4CC(C(Br)C4Br)C3C2=O)cc1 (stereo not drawn)	-1%	x	28	x
O=C1CC(c2cccc([N+](=O)[O-])c2)c2ccc3ccccc3c2N1 (stereo not drawn)	-13%	-9	56	-6%
COc1ccc(S(=O)(=O)N2CCC(N3CCN(c4ccccc4)CC3)CC2)cc1	5%	0	83	9%
Cc1ccc(/C=C/C(=O)NCc2ccco2)o1	-1%	x	55	x
CC1=Nc2ccccc2/C1=C/c1sc(=O)n(CC(=O)N2CCCC2)c1O	-5%	3	25	-26%
CC1Cc2cc(/C(O)=C3/C(=O)C(=O)N(CCN4CCOCC4)C3c3cccc(O)c3)ccc2O1 (stereo not drawn)	-8%	-12	11	0%
Cc1ccc(NC(=O)c2cc(-c3ccco3)on2)cc1C	-8%	-2	5	-12%
COc1ccc(/C(O)=C2\C(=O)C(=O)N(Cc3ccco3)C2c2cc(OC)ccc2OC)cc1 (stereo not drawn)	1%	4	5	6%
O=C(Nc1cccc(Cl)c1Cl)c1ccncc1	3%	10	-10	2%
O=C(c1ccc(Cl)cc1)c1cn[nH]c1-c1ccccc1O	-1%	-7	31	-4%
O=c1c(Cc2ccccc2)c(O)nc2n1CCCS2	-1%	-10	17	-8%
CCOc1ccc(-c2nnc(SCc3nnc(-c4ccccc4)o3)n2-c2ccccc2F)cc1	-4%	17	-25	-7%

Three consecutive records from above, quoted:
SMILES	ALOX12 inhib	IMPase inh	PNC inhibitor	ALOX15B inhib
O=C(c1ccc(Cl)cc1)c1cn[nH]c1-c1ccccc1O	-1%	-7	31	-4%
O=c1c(Cc2ccccc2)c(O)nc2n1CCCS2	-1%	-10	17	-8%
CCOc1ccc(-c2nnc(SCc3nnc(-c4ccccc4)o3)n2-c2ccccc2F)cc1	-4%	17	-25	-7%

(continued)
SMILES	ALOX12 inhib	IMPase inh	PNC inhibitor	ALOX15B inhib
COc1ccc(NC(C)=O)cc1NC(=O)CN1CCN(S(=O)(=O)c2ccc(C(C)C)cc2)CC1	4%	-5	48	-3%
CCC(C)C(=O)N1CCc2cc(-c3csc(N)n3)ccc21 (stereo not drawn)	4%	-3	58	-9%
O=C(CN1C(=O)c2ccccc2C1=O)Nc1nnc(C2CCCO2)s1 (stereo not drawn)	4%	2	u	-4%
CCCn1nc([N+](=O)[O-])c(C(C#N)c2nc3ccccc3s2)c(Cl)c1=O (stereo not drawn)	-26%	2	39	u
CCOc1ccc(NC(=O)N(CC(C)C)CC(C)C)cc1	4%	7	17	-3%
CCOC(=O)c1c(C2CC2)csc1NC(=O)COC(=O)c1cnc(Cl)c(Cl)c1	2%	x	u	x
COc1ccc(-c2ccc(SCC(=O)NCc3ccco3)nn2)cc1	0%	7	-2	-7%
O=C(CC12CC3CC(CC(C3)C1)C2)NCO	-2%	u	8	8%
CCc1cccc(NC2c3ccccc3C(=O)N2c2ccc(C)cn2)c1 (stereo not drawn)	-10%	8	-10	6%
COC(=O)c1ccccc1S(=O)(=O)N(CCCO)Cc1cc2c(C)ccc(C)c2[nH]c1=O	3%	4	70	1%
O=C(c1ccc(F)cc1)C1CCN(C(=O)N2CCOCC2)CC1	1%	3	-15	-2%
O=C(NC(=S)Nc1ccc(N2CCCCC2)cc1)c1cccs1	u	7	u	20µM*
Cc1nnc(NC(=O)c2ccc3c(c2)C(=O)N(CC2CCCO2)C3=O)s1 (stereo not drawn)	2%	-2	-90*	14%
CCSc1ccccc1C(=O)Nc1cc(C)on1	-2%	-1	-3	-9%
COc1ccc(C(=O)N/N=C/C(Br)=C/c2ccccc2)cc1	2%	-7	1	x
COc1cc(NC(C)CCCN)c2ncccc2c1Oc1ccccc1 (stereo not drawn)	-3%	x	-24	x
Cc1ccc(-c2nc(NC(=O)CSc3nnc(C)s3)ns2)cc1	-13%	-14	8	-4%
Cc1cccc(C)c1NC(=O)CS(=O)CC(=O)NC1CCN(Cc2ccccc2)CC1 (stereo not drawn)	-3%	-8	24	11%
Cc1cc(Nc2cccc(Cl)c2C)n2ncnc2n1	0%	x	16	x
Cc1cc(C(=O)CC#N)c(C)n1CC(F)(F)F	10%	2	46	-7%

3 structures already listed, sorted by molecular weight, high to low.
SMILES	ALOX12 inhib	IMPase inh	PNC inhibitor	ALOX15B inhib
Cc1ccc(-c2nc(NC(=O)CSc3nnc(C)s3)ns2)cc1	-13%	-14	8	-4%
COc1ccc(-c2ccc(SCC(=O)NCc3ccco3)nn2)cc1	0%	7	-2	-7%
O=C(CC12CC3CC(CC(C3)C1)C2)NCO	-2%	u	8	8%

(listing goes on)
SMILES	ALOX12 inhib	IMPase inh	PNC inhibitor	ALOX15B inhib
CC1CN(C(=O)N2c3ccccc3Sc3ccccc32)CC(C)O1 (stereo not drawn)	0%	x	9	x
Clc1ccccc1-c1nn2c(Cn3cnc4ccccc43)nnc2s1	-7%	7	-5	14%
O=C(Nc1ccc(Cl)cc1)N1CCC(c2nc(-c3cccs3)no2)CC1	-7%	11	u	3%
CCN(CC)c1ccc(/C=C(\C#N)C(=O)c2ccc(Br)cc2)cc1	-1%	x	-20	x
CCOC(=O)C1CCCN(C2CC(=O)N(c3cccc(C(F)(F)F)c3)C2=O)C1 (stereo not drawn)	-12%	3	-24	-29%
O=C1CC(c2ccc(F)cc2)Cc2nc(NCC3CCCO3)ncc21 (stereo not drawn)	-2%	-3	-30	-1%
CCn1cc(C2=NOC(C(=O)Nc3c(C)nn(Cc4ccc(F)cc4)c3C)C2)c(C)n1 (stereo not drawn)	-2%	14	-21	0%
CCCNc1nc2c(c(=O)[nH]c(=O)n2C)n1Cc1ccc(F)cc1	0%	-4	33	2%
CC1(C(=O)O)Cc2ccccc2C(=O)O1 (stereo not drawn)	13%	2	-101*	-2%
CCN(CCCNC(=O)CCn1c(=O)[nH]c2ccccc2c1=O)c1ccccc1	-10%	-1	22	-1%
CC(C)(C)c1ccccc1OCCOCCNCc1ccccc1	-12%	x	6	x

Compound activity (PubChem BioAssay)
